# Screens deposited in PubChem by National Center for Advancing Translational Sciences (NCATS).
# Sm TGR block = S. mansoni TGR enzyme inhibition. purified TGR, DTNB reduction, TNB absorbance 405 nm. Potency, µM (series often up to 114 µM), for inactives: at the top dose activity change, negative = inhibition, usual class: inhibitors. 360,000 compounds, 3% hits; note: potency is the fitted concentration of half-maximal effect; nearly all actives have a fitted effect of over 60% in size
#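 TGR 20 nM + NADPH 100 uM (dispensed conc.), cpd preinc 15 min RT; start with NADPH (500 uM addition) then DTNB (15 mM addition). Kinetic TNB absorbance, 405 nm filter. Four-parameter Hill fit across titration.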
# Giardia FBPA inh = inhibitors of Giardia lamblia fructose-1,6-bisphosphate aldolase. purified Giardia FBPA. Potency, µM (doses to about 59.6 µM), for inactives: at the top dose activity, negative = inhibition, usual class: inhibitors. 290,000 compounds, 0.71% hits; note: potency is the fitted concentration of half-maximal effect; nearly all actives have a fitted effect of over 55% in size
# Target sequence (A8B2U2 whole entry, looked up): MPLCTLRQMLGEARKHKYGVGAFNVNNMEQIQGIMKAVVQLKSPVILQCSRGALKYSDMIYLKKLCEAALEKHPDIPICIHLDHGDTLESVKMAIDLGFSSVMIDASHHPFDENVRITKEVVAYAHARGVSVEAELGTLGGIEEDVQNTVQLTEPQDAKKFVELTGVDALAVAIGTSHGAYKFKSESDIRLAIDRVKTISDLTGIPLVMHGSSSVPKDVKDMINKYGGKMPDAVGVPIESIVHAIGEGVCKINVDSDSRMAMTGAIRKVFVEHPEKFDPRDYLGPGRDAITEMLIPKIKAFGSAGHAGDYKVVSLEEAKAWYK
#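 40 nM FBPA preincubated 10 min at RT with compound (up to 57.5 uM final), then substrate plus GAPDH/TPI/NAD/arsenate coupling and diaphorase/resazurin added. Fluorescence read after 20 min at RT, 525/598 nm.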
# HCMV antiviral = blocks human cytomegalovirus replication; HFF cells, HCMV-luciferase reporter, 72 h; stronger effect = lower value; activity change, negative = inhibition, % at 57.5 µM; 410,000 compounds, 4.5% hits; AID 1259415; in the data active = activity change below about -60%; inconclusive = no clear call, values can overlap the other calls; inactive = above about -39%
#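 Luciferase read-out from HCMV-luciferase-infected HFFs (MOI 1 PFU/cell) 72 h post infection at 37C; compounds added after 16 h cell attachment; activity normalized between buffer-only basal and Salinomycin (10uM) inhibitor controls.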
# AmpC inh detg = blocks E. coli AmpC beta-lactamase in detergent assay; Potency, µM (titrated, usually from 114 µM), for the others: at the top dose activity change, negative = inhibition, usual class: inhibitors; AmpC hydrolysis of nitrocefin, absorbance 480 nm, 0.01% Triton; AID 485294; 370,000 compounds, 0.041% hits;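 note: potency is the fitted concentration of half-maximal effect; 0% = no-compound wells and -100% = no-enzyme wells; nearly all actives have a fitted effect of over 25% in size; some results filed as inactive show a strong effect at the top dose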
# Target sequence (P00811 whole entry, looked up): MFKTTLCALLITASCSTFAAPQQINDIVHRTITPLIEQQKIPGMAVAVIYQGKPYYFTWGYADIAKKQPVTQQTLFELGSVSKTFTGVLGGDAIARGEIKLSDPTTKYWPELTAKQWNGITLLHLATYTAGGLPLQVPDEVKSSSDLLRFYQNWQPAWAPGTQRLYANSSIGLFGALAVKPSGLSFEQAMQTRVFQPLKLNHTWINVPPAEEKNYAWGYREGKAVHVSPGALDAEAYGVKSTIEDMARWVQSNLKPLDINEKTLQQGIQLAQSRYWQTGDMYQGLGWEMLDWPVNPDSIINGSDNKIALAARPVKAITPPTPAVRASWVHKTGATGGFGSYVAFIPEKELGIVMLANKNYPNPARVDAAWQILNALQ
#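 AmpC (5.3 nM in the dispensed reagent) in 20 mM phosphate pH 7.0 with 0.01% (detergent screen) or 0.0001% Triton X-100 was preincubated with compounds for 15 min at room temperature. Nitrocefin was then added from an 800 uM solution, and hydrolysis was followed at 480 nm.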
# HCV inh = inhibitors of hepatitis C virus infection | Huh7.5.1 HCVcc-Cre infection, luciferase reporter, 44 h | Potency, µM (titrated, usually from 41.8 µM), for inactives: top-dose activity change, negative = inhibition, hits mostly inhibitors | AID 651820 | 340,000 compounds, 3.4% hits; note: potency is the fitted concentration of half-maximal effect
#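 Cells seeded at 1,000/well and cultured 4 h, then compounds added followed by HCVcc-Cre virus (~0.5 moi). After 44 h further culture, luciferase substrate was added, plates held 15 min at room temperature, and luminescence read for 15 sec.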
# AmpC inh no detg = AmpC beta-lactamase inhibition without detergent. AmpC nitrocefin hydrolysis, absorbance 480 nm, 0.0001% Triton. 330,000 compounds, 0.52% hits. Potency, µM (titrated, usually from 57.1 µM), for the others: at the highest dose activity change, negative = inhibition, usual class: inhibitors. AID 485341;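 note: potency is the fitted concentration of half-maximal effect; plate controls were no compound for no effect and no enzyme for full effect; nearly all actives have a fitted effect of over 20% in size; some results filed as inactive show a strong effect at the top dose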
#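 20 mM phosphate pH 7.0 + 0.01% (detergent screen) or 0.0001% Triton X-100; 5.3 nM AmpC reagent; cpd preinc 15 min RT; nitrocefin (800 uM stock) to start; A480 q20 s × 4 min; Activity was normalised to no-enzyme and no-compound control wells.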
# * marks the source's active call; other numbers are inactive results; ? = inconclusive; nt = not tested or not shown; & = joins results of further samples; [ ] = another dose, or the depositor's remark. Unless noted, calls come from the whole dose curve; as a rule, active = well fitted curve in the direction sought with a large enough effect; inconclusive = small, poorly fitted or top-dose-only effect, or another doubt; inactive = no such curve, though single readings can be large; an effect the other way counts as inactive or inconclusive. Unless noted, % is set by controls: 0 for no effect and ±100 for the full control effect.
SMILES,Sm TGR block,Giardia FBPA inh,HCMV antiviral,AmpC inh detg,HCV inh,AmpC inh no detg
COc1cccc(N(CC(=O)NC2CCCC2)C(=O)Cn2nnc(-c3ccc(C)cc3)n2)c1,9%,-4%,-11,-1%,?,2%
O=C(O)c1cc([N+](=O)[O-])cc([N+](=O)[O-])c1N1CCN(c2cccc(C(F)(F)F)c2)CC1,-2%,-6%,-24,6%,14%,-20%
Nc1n[nH]c(N)c1N=Nc1ccccc1F,5%,7%,36,-2%,11%,-20%
O=C(NC1CCCCC1)c1ccc(CSc2nc3ccncc3n2Cc2cccc(F)c2)cc1,-3%,nt,?,14%,nt,nt
Cc1ccc2onc(CNC(=O)Nc3cc(F)ccc3F)c2c1,3%,nt,4,12%,nt,nt
COc1ccc2[nH]c3c(c2c1)CCN1C(=O)C(CC(=O)NCCN2CCOCC2)C[C@H](C(=O)N2CCOCC2)[C@@]31C (some centres not stated),nt,nt,16,nt,-26%,-15%
COc1cccc(Oc2nc(-c3ccccc3O)nc3ccccc23)c1,-7%,3%,1,4%,5%,-15%
CC(=O)c1ccc(OCCCC(=O)N2CCN(S(=O)(=O)c3cc(C)ccc3C)CC2)cc1,3%,nt,-24,-13%,?,130%[activator]
CCSc1nnc(-c2ccc(S(=O)(=O)N3CCOCC3)cc2)n1C,2%,3%,-10,-8%,?,-4%
COc1ccc(-c2cc(C(=O)N3CCN(S(=O)(=O)c4ccc(C)cc4)CC3)[nH]n2)cc1,-6%,-11%,-35,-10%,3%,-15%
CCN1C(=O)N[C@H](c2ccc(Br)cc2)C(C(=O)OC)=C1C,nt,2%[12.9 µM],-28,nt,21%,nt
O=C(Nc1ccc(NC(=O)c2cccs2)cc1)c1ccc(Cl)cc1,1%,nt,2,15%,nt,nt
O=C(Cn1cc(S(=O)(=O)Cc2ccccc2)c2ccccc21)N1CCOCC1,5%,nt,?,-7%,24%,81%[activator]
CCC1C/C(=C/c2ccco2)C(=O)/C(=C/c2ccco2)C1 (configuration not stated),20µM*,-12%,nt,?,?,-37%
COc1cc(C)ccc1OCCOCCOc1cccc2ccc(C)nc12,nt,?,?,6%,?,114%[activator]
CSc1ncccc1C(=O)N(C)CC(=O)Nc1cccc(F)c1,-12%,nt,45,-3%,-1%,-4%
COc1ccccc1CNC(=O)C(C)n1cccc1C(=O)c1ccccc1 (configuration not stated),1%,nt,-14,?,6%,-8%
Cc1cccc(C(C)C)c1NC(=O)COC(=O)c1cccc(S(=O)(=O)N2CCc3ccccc3C2)c1,1%,1%,-79*,-6%,15%,7.9µM*
Cc1ccc(Nc2nc3c(S(=O)(=O)c4ccccc4)nnn3c3ccsc23)c(C)c1,-13%,nt,14,0%,nt,nt
COc1ccc(C)cc1N(CC(=O)N1CCCCCC1)S(=O)(=O)c1ccccc1,-2%,nt,-39,-3%,17%,30%
CCc1noc(C)c1C(=O)Nc1nnc(C2CCCCC2)s1,-3%,2%,nt,2%,nt,-9%
COc1ccc(CC(=O)Nc2ccc(C(=O)NCC(C)C)cc2)cc1,9%,-1%,37,-8%,13%,11%
COc1ccc(/C=C\c2nc(=O)c3ccccc3o2)cc1,-3%,13%,14,-7%,18%,-42%
O=C(Nc1ccc(-n2cc(Cl)cn2)cc1)c1ccncc1,-27%,4%,-33,?,-16%,-2%
Cn1c(C(=O)NN)cc2cc(Oc3ccccc3)ccc21,-1%,-2%,-39,2%,?,0%
Cc1cc(C)c2nc(SCC(=O)N3CC(=O)Nc4ccccc43)c(C#N)cc2c1,-2%,-27%,-88*,2%,7.9µM*,3.5µM*
Cc1ccc(C)c2sc(NC(=O)c3ccc(N4CCCCC4)c([N+](=O)[O-])c3)nc12,6%,0%,-13,0%,?,-20%
O=C(Nc1ccc([N+](=O)[O-])cc1)N1CCCCCC1,-3%,2%,12,-4%,-8%,-29%
Cc1cc(C)c(C(=O)OCC(=O)NCc2cccs2)c(C)c1,-8%,-3%,-36,-12%,-5%,-19%
COc1cc(C(C)=O)ccc1OCc1cc(C(=O)N2CCSCC2)no1,?,10%,45,?,-15%,1%

# For convenience, part of the list above.
SMILES,Sm TGR block,Giardia FBPA inh,HCMV antiviral,AmpC inh detg,HCV inh,AmpC inh no detg
COc1ccc(/C=C\c2nc(=O)c3ccccc3o2)cc1,-3%,13%,14,-7%,18%,-42%
O=C(Nc1ccc(-n2cc(Cl)cn2)cc1)c1ccncc1,-27%,4%,-33,?,-16%,-2%
Cn1c(C(=O)NN)cc2cc(Oc3ccccc3)ccc21,-1%,-2%,-39,2%,?,0%

# Next compounds.
SMILES,Sm TGR block,Giardia FBPA inh,HCMV antiviral,AmpC inh detg,HCV inh,AmpC inh no detg
CC1CCCCN1C(=O)CSc1ccc(-c2ccc(F)cc2)nn1 (configuration not stated),0%,1%,1,-3%,?,-8%
Cc1cc(-n2c(C)cc(C(=O)COc3cccnc3[N+](=O)[O-])c2C)no1,?,nt,-10,-6%,-17%,-5%
O=C(Nc1ccc(-n2cccn2)cc1)C1CCCCN1Cc1cccc2c1OCO2 (configuration not stated),2%,8%,-68*,2%,-10%,0%
Cc1ccc(OS(=O)(=O)c2ccc(N3C(=O)CCC3=O)cc2)cc1,-16%,-10%,?,-1%,1%,-14%
O=C(COCc1cc(-c2cccs2)on1)NC1CCCCC1,-12%,9%,-11,?,-1%,16%
COc1ccc2c(c1)CCc1cn[nH]c1-2,0%,4%,nt,3%,-6%,-19%
C=CCNCCOCCOc1ccccc1-c1ccccc1,-11%,19%,?,3%,-11%,81%[activator]
COc1ccc(S(=O)(=O)N(C)CC(=O)N2CCN(C)CC2)cc1C,-9%,11%,-2,?,12%,-7%
CCCN1CCN(CCCNC(=O)c2cc3c(=O)n(CC)c4ccccc4c3s2)CC1,-15%,nt,?,?,nt,nt
CN1CCN(Cc2ccc(Sc3ccc(Cl)cc3)c([N+](=O)[O-])c2)CC1,-4%,3%,-71*,1%,?,19%
N=C(N)c1c(O)n(C2CCCCC2)c(=O)n(C2CCCCC2)c1=O,2%,-17%,-29,1%,?,-22%
CN(C1CCCCC1)S(=O)(=O)c1ccc(NC(=O)CCC(=O)O)cc1,-3%,15%,-3,-5%,24%,-9%
CC(=O)Nc1ccc(NC(=O)CCc2c(C)nc3c(c(C)nn3-c3ccccc3)c2C)cc1,17%,nt,-12,5%,nt,nt
COc1ccnc(N2CCN(c3cccc(C(F)(F)F)c3)CC2)c1C#N,7%,7%,6,-12%,19%,-39%
Cc1ccc(Nc2nnc(SC3CCOC3=O)s2)c(C)c1 (configuration not stated),-8%,-20%,-32,-4%,-18%,-26%
COc1ccccc1CC(NC(C)=O)C(=O)NC1CCN(C(=O)c2ccc([N+](=O)[O-])cc2)CC1 (configuration not stated),-21%,11%,2,-8%,6%,-2%
Cc1ccc(S(=O)(=O)Nc2cccc(C(=O)N3CCN(c4ccccc4O)CC3)c2)cc1F,-2%,nt,1,?,-2%,?
CC(=O)NCCCc1nc2ccccc2n1Cc1ccc(C)cc1,3%,7%,12,2%,4%,56%
O=C(c1ccc(NS(=O)(=O)c2cccc(F)c2)cc1)N1CCCC1,-13%,nt,-12,-9%,19%,-20%
Cc1ccc(CNC(=O)C2CCCN(c3cnccn3)C2)cc1 (configuration not stated),-20%,-6%,?,-20%,6%,-10%
CCC(C(=O)Nc1ccccc1OC)n1c(C(=O)OC)cc2ccsc21 (configuration not stated),-16%,-3%,27,?,?,-16%
COc1cccc(CNC(=O)C(C)n2ccc3cc(S(=O)(=O)N4CCCCCC4)ccc32)c1 (configuration not stated),4%&-10%,-2%,?,0%&3%,?,-19%
Cc1cc(C)c2nc(NC(=O)c3cccc(S(=O)(=O)N4CCc5ccccc54)c3)sc2c1,0%,1%,79,?,?,12%
CCc1nnc(NC(=O)CCC(=O)N2CCN(c3cc(Cl)ccc3C)CC2)s1,-22%,nt,10,-3%,?,147%[activator]
Cc1cc(NCCN2CCOCC2)c2ccc3ccccc3c2n1,-10%[57.1 µM],1%,-69*,-5%,-18%,1%
CC(=O)Nc1ccc(S(=O)(=O)NC2=NCN(c3ccc([N+](=O)[O-])cc3)CN2)cc1,0%,nt,-30,-5%,-6%,-18%
CS(=O)(=O)N1CCN(c2ccnc3cc(Cl)ccc23)CC1,-6%,3%,-3,-7%,4%,-5%
CCOc1cc(NC(=S)NCC2CCCO2)c(OCC)cc1NC(=O)c1ccccc1C (configuration not stated),0%,-3%,6,-3%,?,20%
COc1cc2ccccc2cc1C(=O)N(CCN(C)C)c1nc2c(F)cc(F)cc2s1,-4%,-20%,26,?,?,94%[activator]
CCCCCn1c(=O)[nH]c2cc(C(=O)N3CCN(c4ccccc4F)CC3)ccc2c1=O,3%&6%,2%,5&-18,-3%&4%,-4%,-19%
CC(NC(=O)c1ccccc1)C(=O)N/N=C/c1ccco1 (configuration not stated),-23%,4%,-11,0%,6%,-4%
O=C(N/N=C/C(Cl)=C\c1ccccc1)c1cccs1,0%,-2%,21,0%,-14%,-41%
COC(=O)C1=C(C(=O)OC)C2(OC1c1ccccc1C)C(=O)c1ccccc1C2=O (configuration not stated),1%,-19%,27,?,-2%,?
CCC1CN(C(=O)NCc2cccc(OC)c2)c2cc(Cl)ccc2O1 (configuration not stated),-8%&-5%,-3%,-18&-33,-2%&-6%,5.6µM*,-12%
O=C(Nc1ccccc1)Nc1ccc2ncoc2c1,10%,-2%,-7,-14%,11%,-34%
Cc1nc2ccc([N+](=O)[O-])cc2c(=O)n1Cc1ccccc1Br,7%,0%,-25,1%,?,-14%
O=C(NCCCN1CCCC1=O)c1ccc2c(=O)n(Cc3ccco3)c(=S)[nH]c2c1,?,-30%,15,-3%,-4%,-36%
Cc1ccc(/C([O-])=C(/C(=S)NCc2ccccc2)[n+]2ccccc2)cc1[N+](=O)[O-],36%,-10%,28,1%,-5%,-30%
O=C(CSCc1cnn(-c2ccccc2)c1-n1cccc1)NCc1ccc(F)cc1,9%,nt,4,10%,nt,nt
Cc1ccc([N+](=O)[O-])c(OCCn2cnc3ccccc32)c1,1%,5%,-23,-16%,?,-4%
S=C(c1ccc(-c2ccc(Br)cc2)o1)N1CCCCC1,8%,-4%,25,3%,-24%,-31%
COCC(=O)N/N=C\c1ccccc1OC/C=C/c1ccccc1,0%,nt,67,-1%,-14%,-1%

# Full records, looked up by structure. Values in the order: Sm TGR block | Giardia FBPA inh | HCMV antiviral | AmpC inh detg | HCV inh | AmpC inh no detg
# `O=C(N/N=C/C(Cl)=C\c1ccccc1)c1cccs1` in the list: 0% | -2% | 21 | 0% | -14% | -41%
# `O=C(NCCCN1CCCC1=O)c1ccc2c(=O)n(Cc3ccco3)c(=S)[nH]c2c1` in the list: ? | -30% | 15 | -3% | -4% | -36%
# `Cc1ccc(/C([O-])=C(/C(=S)NCc2ccccc2)[n+]2ccccc2)cc1[N+](=O)[O-]` in the list: 36% | -10% | 28 | 1% | -5% | -30%
# `CC(NC(=O)c1ccccc1)C(=O)N/N=C/c1ccco1` (configuration not stated) in the list: -23% | 4% | -11 | 0% | 6% | -4%
